LEDGF integ inh: blocks HIV-1 LEDGF/p75-dependent DNA integration; TR-FRET IN-LEDGF/p75 DNA integration, Eu/Cy5; inhibition, % at 3.7 µM; actives 0.64% (n = 370,000);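 active means inhibition above the screen-wide mean plus 3 SD, cut at about 13% in these data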;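 further: signal is the Cy5 over europium emission ratio at 671 and 618 nm; 0% = plate median of compound wells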
PRMT1 FP inh: blocks human protein arginine methyltransferase 1; recombinant PRMT1, activity-based probe fluorescence polarization; AID 652257; Q99873; inhibition, % at 2.79 µM; actives 1.3% (n = 370,000);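 active means inhibition above about 21% made by adding two undisclosed values, limit read from the data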
Target sequence (Q99873 whole entry, looked up): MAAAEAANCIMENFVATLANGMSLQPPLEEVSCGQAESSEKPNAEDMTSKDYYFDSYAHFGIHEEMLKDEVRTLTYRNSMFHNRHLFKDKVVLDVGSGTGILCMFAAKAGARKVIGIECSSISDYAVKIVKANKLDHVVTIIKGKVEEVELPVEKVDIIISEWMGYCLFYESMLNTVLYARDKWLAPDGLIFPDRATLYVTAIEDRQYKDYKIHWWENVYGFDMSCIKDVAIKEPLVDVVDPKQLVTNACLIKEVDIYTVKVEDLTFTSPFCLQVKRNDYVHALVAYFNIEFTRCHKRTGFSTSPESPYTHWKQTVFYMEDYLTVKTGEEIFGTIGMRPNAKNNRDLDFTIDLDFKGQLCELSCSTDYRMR
TCR CD3 inh: blocks the human TCR-CD3 interaction; TAMRA-labeled TCR probe fluorescence, biochemical; actives 0.37% (n = 360,000); inhibition, % at 9.4 µM; in the data active means inhibition above about 19%;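 further: recombinant mutant TCR 2C K166C tagged with TAMRA read by polarization; 0% = receptor in buffer alone and 100% = receptor with positive control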
MBD2 inh: MBD2-methylated oligo binding inhibition | inhibition, % at 4.4 µM | actives 0.31% (n = 370,000) | TR-FRET, MBD2 binding to methylated oligonucleotide; in the data active means inhibition above about 13%
Target sequence (Q9UBB5 whole entry, looked up): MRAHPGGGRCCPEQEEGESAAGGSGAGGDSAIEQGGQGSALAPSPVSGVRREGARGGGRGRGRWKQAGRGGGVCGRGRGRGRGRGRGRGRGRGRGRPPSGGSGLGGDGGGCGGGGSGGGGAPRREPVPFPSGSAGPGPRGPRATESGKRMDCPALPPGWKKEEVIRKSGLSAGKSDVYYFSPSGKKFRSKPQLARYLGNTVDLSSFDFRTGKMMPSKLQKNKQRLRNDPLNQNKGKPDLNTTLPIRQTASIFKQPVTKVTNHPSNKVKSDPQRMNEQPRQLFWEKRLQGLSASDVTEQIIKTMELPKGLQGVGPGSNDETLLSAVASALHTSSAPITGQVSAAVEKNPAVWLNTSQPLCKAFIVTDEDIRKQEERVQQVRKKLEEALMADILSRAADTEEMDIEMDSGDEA
DDE Tn6 FP inh: disrupts Tn6 cyclic peptide binding to fibrin D-Dimer-E complex; Fibrin DD(E) TRITC-Tn6 fluorescence polarization displacement; inhibition, % at 8.3 µM; actives 0.21% (n = 370,000);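 active means inhibition above a per-campaign cutoff: mean of compounds within control limits plus 3 SD, cut at about 15% in these data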;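 further: 0% = median of all compound wells on the plate and 100% = blocking peptide control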
SIAE primary: blocks human sialic acid acetylesterase. SIAE FP-Rh probe binding, fluorescence polarization. inhibition, % at 9.66 µM. actives 0.69% (n = 370,000);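 active means inhibition above a cutoff: mean of compounds within the control limits plus 3 SD of those, cut at about 17% in these data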;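 further: 0% = plate median of compound wells and 100% = probe without SIAE protein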
Tn7 DDE FP: DD(E)-Tn7 binding inhibition, primary FP screen; AID 720508; P02675; inhibition, % at 8.3 µM; FP displacement of FITC-Tn7 peptide from fibrin DD(E); 0% = median of compound wells per plate; actives 0.13% (n = 370,000);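 active means inhibition above the mean of compounds falling within the control limits plus 3 SD of them, cut at about 14% in these data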;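 further: 0% = plate median of compound wells and 100% = 10 µM Aha-Tn7 peptide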
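Test system – human fibrin DD(E) · Times – 10 min preincubation, 3 h with tracer, room temperature · Detection – fluorescence polarization of the labelled Tn7 tracer · Measure – percent inhibition normalized to high-control wells · Benchmarks – high control wells with 10 µM unlabelled Aha-Tn7 peptide (full inhibition) · Repeats – singlicate testing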
UHRF1 MBD2 ctr: UHRF1 methyl-DNA binding inhibition; Q96T88; UHRF1 binding to methylated oligo, TR-FRET; inhibition, % at 4.4 µM; actives 0.75% (n = 370,000); in the data active means inhibition above about 21%;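 further: UHRF1 SRA domain binding a hemimethylated CpG hairpin DNA probe; 0% = median of test compound wells and 100% = reference inhibitor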
proKLK7 act: proKLK7 (human) activation, primary screen. P49862. purified proKLK7, EDANS-DABCYL substrate fluorescence; 100% is mature enzyme control, 0% vehicle. activation, % at 7 µM. actives 0.9% (n = 370,000);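 active means activation above the mean of all tested compounds plus 3 SD, computed per campaign excluding outliers beyond control limits, cut at about 13% in these data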
Target sequence (P49862 whole entry, looked up): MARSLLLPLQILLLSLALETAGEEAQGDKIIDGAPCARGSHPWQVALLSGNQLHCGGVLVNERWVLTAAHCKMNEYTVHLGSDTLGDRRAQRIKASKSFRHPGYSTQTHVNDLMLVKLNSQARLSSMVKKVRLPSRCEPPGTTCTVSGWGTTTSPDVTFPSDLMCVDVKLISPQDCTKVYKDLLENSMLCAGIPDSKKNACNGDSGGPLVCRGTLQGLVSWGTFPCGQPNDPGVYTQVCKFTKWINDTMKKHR
TDP2 absorb: TDP2 (human) inhibition, absorbance primary screen | O95551 | recombinant TDP2, T5PNP hydrolysis, p-nitrophenol absorbance 415 nm | inhibition, % at 12.8 µM | actives 0.34% (n = 370,000) | AID 720702;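 active means inhibition above the mean of all tested compounds plus 3 SD, set per campaign, cut at about 25% in these data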;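 further: 0% = DMSO with enzyme and 100% = buffer with substrate but no TDP2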
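Test system: Human TDP2 enzyme | Reagent: 5 mM T5PNP | Compound dosing: 12.8 µM single point, 1% DMSO | Incubation: Enzyme reaction with compound for 2 h at 37 °C | Technique: p-Nitrophenol epi absorbance | Read-out: % inhibition relative to enzyme-containing and enzyme-free wells | Benchmarks: High control without enzyme, low control DMSO plus TDP2 | Replicates: Singlicate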
* = called active by the depositor; x = not tested or not shown. Not a hit list; about 4.6% have a hit in one of these screens.

Sequence of screens: LEDGF integ inh, PRMT1 FP inh, TCR CD3 inh, MBD2 inh, DDE Tn6 FP inh, SIAE primary, Tn7 DDE FP, UHRF1 MBD2 ctr, proKLK7 act, TDP2 absorb
Cn1ccc2c(-c3cccc(C=O)c3)cc3c(c21)C1CCC3O1 (configuration not stated)
  -1, 1, -1, 2, -9, 10, 8, -2, 17*, -9
COc1ccc(NC2=CC(c3ccc(F)cc3)N(c3ccc(OC)cc3)C2=O)cc1 (configuration not stated)
  0, 1, 7, -3, -2, 4, -4, -6, -0.3, 0
Cn1c(SCC(=O)c2ccc3c(c2)OCCO3)nnc1C1CC1
  -3, 0, 7, -9, 5, 6, 1, -2, 0.5, 8
Cc1ccccc1NC(=O)Cc1nc(COC(=O)c2cccc([N+](=O)[O-])c2)cs1
  1, -1, 8, -3, 12, 6, -5, -1, -1.0, -15
COc1cccc(C(=O)Nc2cccnc2)c1
  1, -2, 7, -3, 2, 8, 0, 1, -0.2, 6
Cc1c(NC(=O)c2cccc(NC(=O)C(C)Oc3ccccc3)c2)c(=O)n(-c2ccccc2)n1C (configuration not stated)
  -1, 3, 0, 0, -4, 4, 4, -3, 0.6, 4
COc1cc(/C=N/NC(=O)c2ccncc2)ccc1OCC(=O)Nc1cccc([N+](=O)[O-])c1
  0, -2, 1, 3, -7, -6, 1, 1, 0.5, 3
O=c1c2ccccc2nc2n1C(CSCc1ccc(Cl)cc1Cl)CS2 (configuration not stated)
  2, 5, -4, 8, 5, -2, 1, 22*, 0.2, 3
CN(C)c1ccc(C(=O)/C=C/c2cccnc2)cc1
  0, 4, -2, -7, -2, 11, -6, -12, 0.4, 6
NS(=O)(=O)c1ccc(NC(=O)COC(=O)C2(c3ccccc3F)CCCC2)cc1
  -3, -2, -6, -1, -4, -6, 0, -2, 0.1, 6
COc1cc(OC)c2c(c1O)OC(c1ccccc1)CC2=O (configuration not stated)
  28*, -6, 39*, 6, -1, 4, 0, -1, -0.8, -1
C=CCn1c(NCc2cc(Cl)ccc2O)nc2ccccc21
  1, -4, -2, 3, -15, 11, 2, -2, 0.9, -3
Cc1cccc2sc(NC(=O)C3CSC4(C)CCC(=O)N34)nc12 (configuration not stated)
  -4, 2, -8, 0, 5, -2, -3, -1, 0.3, -1
Cc1ccc(NC(=O)c2cc(-c3ccco3)on2)cc1C
  -3, 2, -3, 1, 6, -17, -2, -3, 1.7, 8
Cc1cc(C)c(C#N)c(=N)o1
  3, 3, 4, -7, 6, 2, 0, -2, -0.9, -8
CCn1c(O)c(N=NC2=NC(=O)CS2)c2cc(C)ccc21
  -2, -2, 0, -12, -10, -5, 11, -2, -0.2, -1
Cc1cccc(NC(=O)c2cccc(S(=O)(=O)N3CCCC3)c2)n1
  1, 1, 7, 1, 2, -1, 12, -1, 0.4, 9
Cc1c(Br)c(=O)oc2c(C)c(O)ccc12
  1, 0, 2, -8, -2, -1, -10, -6, -2.8, 5
C=C(C)Cn1c(SCCN2CCOCC2)nc2c1c(=O)[nH]c(=O)n2C
  1, -1, 12, -5, 0, -3, -2, -1, 0.0, -5
O=c1[nH]nc(-c2ccc(F)cc2)cc1Cc1ccc(F)cc1
  -2, 0, 8, -5, -3, 1, 2, 0, 0.0, 14

An excerpt of these results, with each value named.
SMILES: COc1cccc(C(=O)Nc2cccnc2)c1
- LEDGF integ inh: 1
- PRMT1 FP inh: -2
- TCR CD3 inh: 7
- MBD2 inh: -3
- DDE Tn6 FP inh: 2
- SIAE primary: 8
- Tn7 DDE FP: 0
- UHRF1 MBD2 ctr: 1
- proKLK7 act: -0.2
- TDP2 absorb: 6

SMILES: Cc1c(NC(=O)c2cccc(NC(=O)C(C)Oc3ccccc3)c2)c(=O)n(-c2ccccc2)n1C (configuration not stated)
- LEDGF integ inh: -1
- PRMT1 FP inh: 3
- TCR CD3 inh: 0
- MBD2 inh: 0
- DDE Tn6 FP inh: -4
- SIAE primary: 4
- Tn7 DDE FP: 4
- UHRF1 MBD2 ctr: -3
- proKLK7 act: 0.6
- TDP2 absorb: 4

SMILES: COc1cc(/C=N/NC(=O)c2ccncc2)ccc1OCC(=O)Nc1cccc([N+](=O)[O-])c1
- LEDGF integ inh: 0
- PRMT1 FP inh: -2
- TCR CD3 inh: 1
- MBD2 inh: 3
- DDE Tn6 FP inh: -7
- SIAE primary: -6
- Tn7 DDE FP: 1
- UHRF1 MBD2 ctr: 1
- proKLK7 act: 0.5
- TDP2 absorb: 3

SMILES: O=c1c2ccccc2nc2n1C(CSCc1ccc(Cl)cc1Cl)CS2 (configuration not stated)
- LEDGF integ inh: 2
- PRMT1 FP inh: 5
- TCR CD3 inh: -4
- MBD2 inh: 8
- DDE Tn6 FP inh: 5
- SIAE primary: -2
- Tn7 DDE FP: 1
- UHRF1 MBD2 ctr: 22*
- proKLK7 act: 0.2
- TDP2 absorb: 3

(listing goes on)
mol	LEDGF integ inh	PRMT1 FP inh	TCR CD3 inh	MBD2 inh	DDE Tn6 FP inh	SIAE primary	Tn7 DDE FP	UHRF1 MBD2 ctr	proKLK7 act	TDP2 absorb
Clc1cccc2c1Sc1ccccc1CC2N1CCNCC1 (configuration not stated)	0	-1	-3	3	3	-6	8	4	-0.6	2
CC(SC1=NCCN1S(C)(=O)=O)c1ccccc1 (configuration not stated)	-7	6	-3	3	3	0	-1	2	0.0	-4
N=c1c(C(=O)NC2CCCC2)cc2c(=O)n3ccccc3nc2n1CC1CCCO1 (configuration not stated)	7	-5	-1	-6	9	-2	-2	-2	105*	-31
COc1ccc(C(=O)C(=O)N2CCN(C(=O)OCc3ccccc3)CC2)cc1	2	-1	-1	-4	4	2	5	-1	0.3	8
Cc1ccc(S(=O)(=O)N2CCC(C(=O)Nc3ccccc3N3CCCCC3)CC2)cc1	-1	0	3	-2	2	-5	1	-3	-0.4	5
c1ccc2c(c1)OCC(c1nnc3sc(-c4ccc5c(c4)OCO5)nn13)O2 (configuration not stated)	-3	4	10	1	1	3	-5	-2	0.1	-2
O=C(NCc1ccccn1)c1ccc(Cn2c(=S)[nH]c3ccccc3c2=O)cc1	0	-1	6	2	-4	-7	3	2	0.2	-1
O=C(c1ccc(S(=O)(=O)N2CCCCC2)cc1)N(c1ccccn1)C1CCCCC1	5	-1	0	0	-5	0	-4	1	-0.3	-10
COc1ccc(OC)c(CCNC(=O)CS(=O)(=O)Cc2nc(-c3ccccc3Cl)oc2C)c1	-1	3	1	4	-8	2	-4	3	0.9	-15
CCS(=O)(=O)N1CCC(C(=O)Nc2cc(Cl)ccc2O)CC1	1	0	8	-4	1	7	-5	-1	0.0	-1
CC(C)Cn1c(SCC(=O)N2CCN(S(=O)(=O)c3ccccc3)CC2)nc2ccccc21	-1	2	0	3	2	2	3	3	0.6	-5
COC(=O)[C@]12C[C@H](CC(=O)NCc3ccc(OC)c(OC)c3)C(=O)N(Cc3cccc4ccccc34)C1=C[C@H](C(C)(C)C)O[C@@H]2C	-3	0	x	1	6	1	-2	-1	0.9	-8
CC1CCCC(C)N1C(=O)COC(=O)c1cc(-c2cccs2)nn1-c1ccccc1 (configuration not stated)	-1	-2	0	-1	-1	2	-5	0	0.6	-4
CC1=Nc2ccccc2N=C(NC(=O)CSC(=S)N2CCCCC2)C1c1ccccc1 (configuration not stated)	5	-6	0	-5	5	1	-3	2	-0.1	-6
COC(=O)c1ccc(CNC(=O)CC[C@H]2O[C@@H](n3cc(C)c(=O)[nH]c3=O)C[C@@H]2O)cc1	-2	5	-6	-3	-2	-1	-6	0	0.2	2
CC(NC(=O)CN(C)Cc1nc2ccccc2c(=O)[nH]1)c1ccccc1 (configuration not stated)	-2	-4	0	2	-4	6	5	0	0.8	2
COc1ccc(NC(=O)CCCCC(=O)Nc2ccc(OC)cc2)cc1	-2	-2	-9	2	-9	1	4	0	0.3	-3
O=C(COC(=O)c1cc[n+]([O-])cc1)Nc1cc([N+](=O)[O-])ccc1Cl	5	-5	2	-7	-6	7	-6	-3	-0.4	-14
CS(=O)(=O)N1CCN(C(=O)c2csc3ccccc23)CC1	6	5	4	2	-3	-6	-3	1	0.0	-6
CCCN(CCC)S(=O)(=O)c1ccc(C(=O)N2CCC(=O)c3ccccc32)cc1	0	1	3	-4	9	1	8	-3	-0.3	2

mol	LEDGF integ inh	PRMT1 FP inh	TCR CD3 inh	MBD2 inh	DDE Tn6 FP inh	SIAE primary	Tn7 DDE FP	UHRF1 MBD2 ctr	proKLK7 act	TDP2 absorb
CCN(Cc1cc2ccccc2[nH]c1=O)C(=O)C1CCCCC1	-2	1	8	-3	-1	-1	2	1	0.3	-12
COc1ccc([N+](=O)[O-])cc1NC(=O)CS(=O)(=O)c1ccc(C)cc1	1	0	2	-2	5	0	-2	-1	0.6	0
C/C(=N\NC(=O)c1cc([N+](=O)[O-])cc([N+](=O)[O-])c1)c1ccco1	1	1	0	-1	5	18*	5	-3	-0.8	9
CCOc1ccc(CCNC(=O)CCS(=O)(=O)c2ccc(Br)cc2)cc1OCC	4	0	2	3	2	-6	-7	8	-0.4	-7
CC1CC(O)(CC(O)(c2ccccc2)c2ccccc2)C(C)CN1C (configuration not stated)	-4	5	-1	-1	-3	-1	-1	3	-0.6	-7
Cc1ccc(Nc2nc(N)[nH]c(=O)c2N=O)cc1	-2	5	1	-10	-2	5	1	-1	0.5	-1
Nc1ccc2c(C(F)(F)F)cc(=O)oc2c1	-3	4	3	1	-8	-1	6	-3	36*	-1
CCOc1ccc(S(=O)(=O)N2CCC(C(=O)NCC3CCCO3)CC2)cc1C (configuration not stated)	1	-1	6	-4	-3	-11	5	-1	-0.4	-9
CCOc1ccc(C(=O)CCC(=O)N2CCN(c3ncccn3)CC2)cc1	0	-1	1	0	-4	2	-4	0	0.0	-12
Nc1c(C(=O)N/N=C/c2cccnc2)oc2nc(-c3ccccc3)cc(-c3ccco3)c12	5	3	12	-7	-3	7	5	-5	-2.8	-4
COc1cc(/C=C(/NC(=O)c2ccccc2)C(=O)Nc2ccc(O)cc2)c([N+](=O)[O-])cc1OC	7	1	-9	5	-6	-5	1	4	0.3	-8
COc1ccc2c(c1)C(NC(=O)C(F)(F)F)CC21CCCCC1 (configuration not stated)	3	-7	2	-3	0	-2	-8	3	0.2	1
O=C(CCC1CCCCC1)Nc1ccc(C(=O)c2ccncc2)cc1	2	2	1	3	0	1	2	8	0.6	16
CCOC(=O)c1ccc(NC(=O)NNC(=O)CCc2ccc(OC)cc2)cc1	2	-2	7	-5	-1	2	1	0	0.2	16

Source: PubChem
